ROS inducer = cancer cell ROS induction. U2OS ROS induction, H2DCF-DA fluorescence. ROS induction (% of piperlongumine), % at 10 µM. 46,000 tested, 2% active. AID 624156; in the data active = ROS induction above about 79%, passing the limit was not always enough;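 note: 0% = DMSO vehicle median and 100% = reference compound median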
Starred values were filed as active, the others as inactive.

SMILES	ROS inducer
C[C@H]1CN([C@@H](C)CO)C(=O)c2cc(NC(=O)CCCCCC(=O)Nc3ccccc3N)ccc2O[C@H]1CN(C)Cc1ccc(Oc2ccccc2)cc1	1
CCN1C(=O)/C(=C/C=C2\CCCN2C)N(c2ccccc2)C1=S	12
Cc1ccc(N(C(C)C(=O)O)S(C)(=O)=O)cc1 (stereo unspecified)	-14
O=C(N/N=C/c1ccc(CO)o1)c1ccccc1O	-4
C[C@H](CO)N1C[C@H](C)[C@H](CN(C)Cc2ccc(Oc3ccccc3)cc2)OCc2cnnn2CCCC1=O	37
COc1ccc(S(=O)(=O)Nc2cccc3c2O[C@H](CN(C)C(=O)Nc2ccc(F)cc2)[C@H](C)CN([C@H](C)CO)C3=O)cc1	-7
C[C@H]1CN([C@@H](C)CO)C(=O)Cc2cc(NC(=O)C3CC3)ccc2O[C@@H]1CN(C)Cc1ccc(C(F)(F)F)cc1	13
C[C@H]1CN([C@@H](C)CO)C(=O)c2cc(NC(=O)C3CCCCC3)ccc2O[C@H]1CN(C)Cc1ccc(C(F)(F)F)cc1	-5
C[C@@H]1CN([C@@H](C)CO)C(=O)c2cc(NS(=O)(=O)c3ccc(F)cc3)ccc2O[C@H]1CN(C)C(=O)NC1CCCCC1	-6
C[C@@H]1CCCCO[C@@H](CN(C)C(=O)CCC(F)(F)F)[C@@H](C)CN([C@H](C)CO)C(=O)c2cc(NC(=O)CCCCCC(=O)Nc3ccccc3N)ccc2O1	6
C[C@@H]1CN([C@H](C)CO)C(=O)Cc2cc(NC(=O)Nc3ccc(C(F)(F)F)cc3)ccc2O[C@@H]1CN(C)C(=O)Nc1ccc2c(c1)OCO2	7
C[C@@H]1CN([C@H](C)CO)C(=O)c2cc(NC(=O)Nc3cccc4ccccc34)ccc2O[C@@H]1CN(C)C(=O)Nc1ccc2c(c1)OCO2	5
Cc1ccc(-c2nc(-c3ccc(Cl)cc3)cs2)cc1F	10
Cc1ccc(S(=O)(=O)Nc2cccc3c2O[C@@H](CN(C)C(=O)NC2CCCCC2)[C@H](C)CN([C@H](C)CO)C3=O)cc1	-3
CCOc1cc(S(=O)(=O)NCCN2CCOCC2)c(C)cc1C	-16
COc1ccc(CNC(=O)c2cc3c(s2)CN(Cc2ccccc2)C3)cc1	-4
C[C@@H]1CN([C@@H](C)CO)C(=O)c2cccc(NC(=O)Nc3ccc4c(c3)OCO4)c2O[C@H]1CN(C)C(=O)Nc1ccccc1	4
CC(C)CSCC1OC(n2cnc3c(N)ncnc32)C(O)C1O (stereo unspecified)	-2
C[C@@H]1CN([C@H](C)CO)C(=O)c2cc(NC(=O)NC3CCCCC3)ccc2O[C@H]1CN(C)C	52
Brc1ccc2noc(-c3ccccc3)c2c1	7
C[C@@H]1CN([C@@H](C)CO)C(=O)CCCn2nncc2CO[C@H]1CN(C)C(=O)c1ccccc1	-11
CCc1nnc(NC(=O)C(C)N2C(=O)C3C4C=CC(C4)C3C2=O)s1 (stereo unspecified)	-8
CC(C)NC(=O)N(C)C[C@H]1Oc2c(NC(=O)c3ccncc3)cccc2C(=O)N([C@@H](C)CO)C[C@@H]1C	-4
NNC(=O)C12CCCC(CCC1)C2	9
C[C@H](CO)N1C[C@H](C)[C@H](CN(C)Cc2ccc(C(F)(F)F)cc2)Oc2c(NC(=O)CCCCCC(=O)Nc3ccccc3N)cccc2C1=O	67
SMILES	ROS inducer
Cc1ccc(S(=O)(=O)N(C)C[C@H]2Oc3ccc(NC(=O)C4CCCCC4)cc3CC(=O)N([C@@H](C)CO)C[C@@H]2C)cc1	28
C[C@H](CO)N1C[C@H](C)[C@H](CN(C)C(=O)Nc2cccc3ccccc23)Oc2ccc(NC(=O)Nc3ccccc3)cc2CC1=O	3
CN(C)c1ccc(N/C(N)=N/c2nc(C(F)(F)F)cc(C(F)(F)F)n2)cc1	-8
O=C(O)CSc1nnc(Cn2c(=O)sc3ccccc32)n1-c1cccc(C(F)(F)F)c1	40
O=C(c1cc2cc(Br)ccc2oc1=O)N1CCCc2ccccc21	14
Cc1noc(C)c1NC(=O)Nc1ccc2c(c1)C(=O)N([C@H](C)CO)C[C@H](C)[C@H](CN(C)C(=O)Nc1cccc3ccccc13)OCCCC[C@@H](C)O2	7
O=C(N/N=C/c1ccccc1OCCO)c1ccccc1O	-7
Cc1cc(CNC(=O)Nc2cccc([N+](=O)[O-])c2)nn1C	-7
C[C@@H]1CN([C@@H](C)CO)C(=O)Cc2cc(NC(=O)Nc3cccc4ccccc34)ccc2O[C@@H]1CN(C)C(=O)Nc1ccc2c(c1)OCO2	10
C[C@H](CO)N1C[C@H](C)[C@@H](CN(C)S(=O)(=O)c2cn(C)cn2)Oc2c(NS(=O)(=O)c3ccc(F)cc3)cccc2C1=O	-7
Cc1ccccc1NC(=O)Cn1cnc2c1c(=O)n(C)c(=O)n2C	-5
COc1ccc(-c2nc(C)c(CCNC(=O)C(C)(C)C)s2)cc1	2
CCOc1ccccc1N(C)S(=O)(=O)c1ccc2[nH]c(=O)ccc2c1	-4
Cc1ccc(N2C(=O)C3Sc4[nH]c(=O)sc4C(c4ccccc4)C3C2=O)cc1 (stereo unspecified)	-10
COc1ccc(S(=O)(=O)N(C)C[C@@H]2Oc3c(NC(=O)c4cc(C)nn4C)cccc3C(=O)N([C@H](C)CO)C[C@H]2C)cc1	0
C[C@H]1CN([C@@H](C)CO)C(=O)c2cc(NS(=O)(=O)c3cccs3)ccc2O[C@H]1CN(C)Cc1ccccc1	9
COc1cc2oc(-c3ccc(O)cc3)cc(=O)c2c(O)c1OC	63
Cc1noc(C)c1NC(=O)N(C)C[C@@H]1Oc2ncc(C#Cc3ccc(F)cc3)cc2C(=O)N([C@H](C)CO)C[C@@H]1C	-5
C[C@H](CO)N1C[C@H](C)[C@@H](CN(C)S(=O)(=O)c2ccc(F)cc2)Oc2ccc(N(C)C)cc2C1=O	-7
O=C1c2ccccc2C(=O)N1CC1CCN(Cc2ccc(OCCO)cc2)CC1	-14
CCOc1ccc(N2CSC(=S)N(c3ccc(OCC)cc3)C2)cc1	11
C[C@H]1CN([C@@H](C)CO)C(=O)Cc2cc(N(C)C)ccc2O[C@@H]1CN(C)Cc1ccncc1	8
CCOC(=O)c1cn(CC)c2ccc(S(=O)(=O)N3CCc4ccccc4C3)cc2c1=O	-11
CCOC(=O)c1cnn(-c2ccccc2)c1N(C(=O)c1ccccc1F)C(=O)c1ccccc1F	-4
O=C1C2ON(c3ccc(Cl)cc3)C(c3ccc(F)cc3)C2C(=O)N1Cc1ccccc1 (stereo unspecified)	-8
SMILES	ROS inducer
O=S(=O)(NCc1ccco1)c1ccc(Oc2ccccc2)cc1	9
Cc1noc(C)c1S(=O)(=O)Nc1ccc2c(c1)CC(=O)N([C@@H](C)CO)C[C@H](C)[C@H](CN(C)Cc1ccc(Cl)c(Cl)c1)O2	42
Cc1cc(C)cc(NC(=O)CN2C(=O)CCc3ccccc32)c1	-7
C=CCSc1nc2c(c(-c3ccc(C)o3)c1C#N)CCCC2	10
C[n+]1cc(C(=O)NCCC[N+]2(C)CCCC2)ccc1/C=N/O	-2
C[C@H](CO)N1C[C@H](C)[C@@H](CN(C)Cc2ccc(Oc3ccccc3)cc2)Oc2c(NC(=O)Nc3ccccc3)cccc2C1=O	101*
CS(=O)(=O)Nc1ccc2oc3ncccc3c(=O)c2c1	-2
C[C@H]1CN([C@@H](C)CO)C(=O)c2cccc(NS(=O)(=O)c3ccc(Cl)cc3)c2O[C@H]1CN(C)C(=O)Nc1ccc2c(c1)OCO2	2
CCCCOC(=O)c1cc2c(cn1)[nH]c1ccccc12	-3
COC(=O)c1scc2c(SCc3ccccc3)cc(C(F)(F)F)nc12	31
CNC[C@@H]1OCCCC[C@@H](C)Oc2ccc(NS(=O)(=O)c3c(C)noc3C)cc2C(=O)N([C@H](C)CO)C[C@@H]1C	-5
Cc1cccc(NC(=O)CN(C)S(=O)(=O)c2ccc3ccccc3c2)c1C	7
C[C@@H]1CN([C@@H](C)CO)C(=O)CCCn2cc(nn2)CO[C@@H]1CN(C)C(=O)Nc1ccc(F)cc1	19
CC1(C)Cc2c(c(N3CCOCC3)nc3sc4c(NCCN5CCOCC5)ncnc4c23)CS1	-5
C[C@@H]1CN([C@H](C)CO)C(=O)c2cccc(NC(=O)Nc3ccccc3)c2O[C@H]1CN(C)Cc1ccc2c(c1)OCO2	21
Cc1cc(-c2ccccc2)nc(SCc2ccccc2)c1C#N	2
COc1ccc(NC(=O)CN2C(=O)c3cccc4cccc2c34)cc1OC	5
CCOC(=O)c1cnc2c(C)c(Cl)ccc2c1NCCCN1CCOCC1	66
C=C1SC(Nc2c(CC)cccc2CC)=NC1(C)C	51
C[C@@H]1CN([C@H](C)CO)C(=O)c2cc(N(C)C)ccc2O[C@H]1CN(C)C(=O)Nc1ccc(F)cc1	-19
Cc1ccc(S(C)(=O)=NC(=O)NC(=O)c2c(Cl)cccc2Cl)cc1 (stereo unspecified)	2
C=CCN1C(C(=O)c2ccccc2)=C(OC(=O)c2ccccc2)c2ccccc2S1(=O)=O	50
C=C1C(=O)O[C@H]2[C@H]1[C@@H](OC(=O)/C(C)=C\C)C[C@]1(C)O[C@@H]1[C@H]1O[C@H]1C(=C)[C@H]2O	20
CN(CC(=O)Nc1ccc(C(N)=O)cc1)S(=O)(=O)c1ccc(F)cc1	-9
C[C@@H]1CN([C@H](C)CO)C(=O)Cc2cc(NC(=O)C3CC3)ccc2O[C@H]1CN(C)S(=O)(=O)c1cccs1	1
SMILES	ROS inducer
N#Cc1c(C(F)(F)F)cc(-c2ccc(Br)cc2)nc1SCCC(=O)O	63
C[C@H]1CN([C@@H](C)CO)C(=O)c2cccc(NC(=O)C3CCCCC3)c2O[C@H]1CN(C)C(=O)Nc1ccc(C(F)(F)F)cc1	-4
CC(C)NC(=O)Nc1ccc2c(c1)C(=O)N([C@@H](C)CO)C[C@@H](C)[C@@H](CN(C)Cc1ccc(C(F)(F)F)cc1)O2	-4
C[C@@H]1CN([C@H](C)CO)C(=O)c2cccc(NC(=O)c3cnccn3)c2O[C@H]1CN(C)C(=O)Nc1ccccc1	-4
CC(=O)Nc1cccc(OCC(=O)N(C)c2ccccc2)c1	-3
Cc1noc(C)c1S(=O)(=O)N(C)C[C@@H]1Oc2ccc(NS(=O)(=O)c3cn(C)cn3)cc2CC(=O)N([C@H](C)CO)C[C@@H]1C	-2
COc1ccccc1OCC(=O)NCCC1=CCCCC1	-15
O=C(CC(=O)c1ccccc1O)c1ccccc1	-20
COc1ccc(S(=O)(=O)N(C)C[C@@H]2Oc3ccc(NC(=O)NC(C)C)cc3CC(=O)N([C@@H](C)CO)C[C@@H]2C)cc1	4
C[C@H](CO)N1C[C@H](C)[C@@H](CN(C)S(=O)(=O)c2cn(C)cn2)Oc2c(NS(=O)(=O)c3ccc(Cl)cc3)cccc2C1=O	-9
O=C(CSc1nc2c(c(=O)n1-c1ccc(Cl)cc1)SCC2)Nc1nccs1	-5
C[C@H]1CN([C@@H](C)CO)C(=O)Cc2cc(NC(=O)Cn3cnnn3)ccc2O[C@H]1CN(C)Cc1ccc(Oc2ccccc2)cc1	16
CN1CCN(C(=S)c2cn(Cc3ccc(F)cc3)c3ccccc23)CC1	0
C[C@@H]1CN([C@H](C)CO)C(=O)c2cc(NS(=O)(=O)c3cn(C)cn3)ccc2O[C@H]1CN(C)Cc1ccc(Cl)c(Cl)c1	5
C[C@H]1CN([C@@H](C)CO)C(=O)c2cc(NS(=O)(=O)c3cccs3)ccc2O[C@@H]1CN(C)C(=O)Nc1ccccc1	2
Cc1nn(C(C)(C)C)c(NC(=O)c2ccccc2)c1C#N	-2
CCC(Sc1nncn1C)C(=O)Nc1ccc(OC(F)(F)F)cc1 (stereo unspecified)	-10
CCC1CCCCN1C(=O)c1ccc(F)cc1 (stereo unspecified)	-9
C[C@@H]1CN([C@H](C)CO)C(=O)Cc2cc(NC(=O)CCC(F)(F)F)ccc2O[C@H]1CN(C)C	11
COc1ccc(NC(=O)COc2ccc(Br)cc2Cl)c([N+](=O)[O-])c1	-13
CN1C(=O)C(C(=O)NC(C)(C)C)C2CC1(C)Oc1ccccc12 (stereo unspecified)	2
Cc1ccc(S(=O)(=O)Nc2ccc3c(c2)C(=O)N([C@H](C)CO)C[C@H](C)[C@@H](CN(C)Cc2ccc(Cl)c(Cl)c2)OCCCC[C@@H](C)O3)cc1	26

Structural class, the compounds so far with a CF3 group (13)
SMILES	ROS inducer
C[C@H]1CN([C@@H](C)CO)C(=O)Cc2cc(NC(=O)C3CC3)ccc2O[C@@H]1CN(C)Cc1ccc(C(F)(F)F)cc1	13
C[C@H]1CN([C@@H](C)CO)C(=O)c2cc(NC(=O)C3CCCCC3)ccc2O[C@H]1CN(C)Cc1ccc(C(F)(F)F)cc1	-5
C[C@@H]1CCCCO[C@@H](CN(C)C(=O)CCC(F)(F)F)[C@@H](C)CN([C@H](C)CO)C(=O)c2cc(NC(=O)CCCCCC(=O)Nc3ccccc3N)ccc2O1	6
C[C@@H]1CN([C@H](C)CO)C(=O)Cc2cc(NC(=O)Nc3ccc(C(F)(F)F)cc3)ccc2O[C@@H]1CN(C)C(=O)Nc1ccc2c(c1)OCO2	7
C[C@H](CO)N1C[C@H](C)[C@H](CN(C)Cc2ccc(C(F)(F)F)cc2)Oc2c(NC(=O)CCCCCC(=O)Nc3ccccc3N)cccc2C1=O	67
CN(C)c1ccc(N/C(N)=N/c2nc(C(F)(F)F)cc(C(F)(F)F)n2)cc1	-8
O=C(O)CSc1nnc(Cn2c(=O)sc3ccccc32)n1-c1cccc(C(F)(F)F)c1	40
COC(=O)c1scc2c(SCc3ccccc3)cc(C(F)(F)F)nc12	31
N#Cc1c(C(F)(F)F)cc(-c2ccc(Br)cc2)nc1SCCC(=O)O	63
C[C@H]1CN([C@@H](C)CO)C(=O)c2cccc(NC(=O)C3CCCCC3)c2O[C@H]1CN(C)C(=O)Nc1ccc(C(F)(F)F)cc1	-4
CC(C)NC(=O)Nc1ccc2c(c1)C(=O)N([C@@H](C)CO)C[C@@H](C)[C@@H](CN(C)Cc1ccc(C(F)(F)F)cc1)O2	-4
CCC(Sc1nncn1C)C(=O)Nc1ccc(OC(F)(F)F)cc1 (stereo unspecified)	-10
C[C@@H]1CN([C@H](C)CO)C(=O)Cc2cc(NC(=O)CCC(F)(F)F)ccc2O[C@H]1CN(C)C	11

High-throughput results deposited in PubChem by Broad Institute.

Only part of the results is shown, so the mix of outcomes need not match the whole.
